Rab7 wt modul: modulators of GTP binding to Rab7, primary screen, biochemical, wildtype, multiplex bead flow cytometry; Rab7 GTPase wild type (dog), Bodipy-FL-GTP binding; GST-Rab7 beads, fluorescent GTP binding; actives lie on both sides; untreated = 100%, excess cold GTP = 0%; GTP binding activity (percent of control), % at 10 µM; hit rate 0.055% among 190,000; AID 758, 2007;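 active = fluorescent GTP binding to Rab7 beads changed by at least 20 points from the 100% baseline, either direction, mostly lower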;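 also: median green fluorescence of bound Bodipy-FL-GTP per Rab7 bead population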
Rac1 act GTP bind: GTP binding modulators of activated mutant Rac1, primary screen, biochemical, bead-based flow cytometry, multiplex, fluorescent GTP; GST-Rac1 activated beads; actives lie on both sides; 100% means binding = to untreated wells; AID 764, 2007; Ras-related C3 botulinum toxin substrate 1 (Homo sapiens), P63000; percent activity (GTP binding), % at 10 µM; hit rate 0.11% among 190,000;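 active = GTP binding at least 20 percentage points away from the 100% baseline, in either direction, so actives lie on both sides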
Rac1 wt GTP bind: wildtype Rac1 GTP binding modulators, primary screen, biochemical, GST-Rac1 beads, flow cytometry, multiplex; Ras-related C3 botulinum toxin substrate 1 (Homo sapiens), P63000; fluorescent GTP binding; actives lie on both sides; 0 = cold GTP competed, 100 = untreated; GTP binding activity (% of control), % at 10 µM; hit rate 0.27% among 190,000; AID 757, 2007;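 active = GTP binding activity at least 20 points away from the 100% control level, either lower or higher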
Cdc42 wt: modulators of GTP binding to wildtype Cdc42, primary screen, biochemical, multiplex bead flow cytometry, Bodipy-GTP; Cell division control protein 42 homolog (Homo sapiens), P60953; hit rate 0.2% among 190,000; percent activity (GTP binding), % at 10 µM; AID 761, 2007; GST-Cdc42 beads; actives lie on both sides;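 active = percent activity GTP binding at least 20 points away from the 100% baseline, either down as inhibitor or up as activator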;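 also: median bead fluorescence of bound Bodipy-FL-GTP at 100 nM; 0% = excess unlabeled GTP control and 100% = no compound control; below 100% means less GTP binding so inhibitor and above means activator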
Target sequence (P60953 whole entry, looked up): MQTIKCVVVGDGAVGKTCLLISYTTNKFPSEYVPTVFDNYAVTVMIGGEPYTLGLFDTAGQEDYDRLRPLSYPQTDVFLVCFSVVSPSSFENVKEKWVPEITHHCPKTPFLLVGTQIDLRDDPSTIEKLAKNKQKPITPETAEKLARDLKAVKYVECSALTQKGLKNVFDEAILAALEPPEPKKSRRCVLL
Avidin fluor: green autofluorescence of compounds with avidin beads – biophysical, 488/530 nm, flow cytometry, artefact control, profiling panel; fluorescence (KMESF) at 10 µM; compound fluorescence 488/530 nm; hits give high values; hit rate 0.38% among 220,000; in the data active = fluorescence above about 47; also: inactives centre near 10
Mcl1-Noxa inh: Mcl-1/Noxa binding inhibitors, primary screen, biochemical, TR-FRET, 1536-well; TR-FRET Mcl-1/Noxa peptide binding, 2 h; hit rate 1.5% among 220,000; Induced myeloid leukemia cell differentiation protein Mcl-1 (Homo sapiens), Q07820; inhibition, % at 21.7 µM;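 active = compounds that cut the protein-peptide binding signal by more than 50% relative to plate controls in a single-dose test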;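 also: His-tagged Mcl-1 with rhodamine Noxa BH3 peptide and terbium anti-His antibody; 0% = Mcl-1 plus Noxa peptide wells and 100% = peptide-only wells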
Target sequence (Q07820 whole entry, looked up): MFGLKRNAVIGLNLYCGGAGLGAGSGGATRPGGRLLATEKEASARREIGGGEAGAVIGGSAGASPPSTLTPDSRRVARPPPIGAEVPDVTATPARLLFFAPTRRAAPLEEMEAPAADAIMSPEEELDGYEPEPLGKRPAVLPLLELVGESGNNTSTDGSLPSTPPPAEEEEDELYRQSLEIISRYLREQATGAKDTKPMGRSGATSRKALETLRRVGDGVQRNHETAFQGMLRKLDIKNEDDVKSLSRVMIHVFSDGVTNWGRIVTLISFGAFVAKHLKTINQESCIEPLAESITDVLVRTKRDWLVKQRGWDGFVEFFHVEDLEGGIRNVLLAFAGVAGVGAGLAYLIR
Pf gametocyte: late stage P. falciparum gametocyte viability inhibitors, primary screen, ATP luminescence, HTS; P. falciparum stage V gametocytes, 24 h; inhibition, % at 10.9 µM; hit rate 0.065% among 150,000; AID 743093, 2013;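 active = inhibition above the mean plus 3 SD of compounds within the control limits, set per campaign, cut at about 38% in these data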;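 also: 0% = DMSO wells and 100% = medium only without gametocytes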
Mcl1-Bid inh: Mcl-1/Bid binding inhibitors, primary screen, biochemical, TR-FRET, 1536-well; Induced myeloid leukemia cell differentiation protein Mcl-1 (Homo sapiens), Q07820; TR-FRET Mcl-1/Bid-Dy647 peptide binding; inhibition, % at 21.7 µM; hit rate 0.97% among 220,000; AID 1021, 2008;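 active = compounds that cut the binding signal by more than half at the single screening dose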;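 also: His-tagged Mcl-1 with europium anti-His antibody binding Bid BH3 peptide; 0% = Mcl-1 plus peptide wells and 100% = peptide-only wells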
Rab2 wt GTP: modulators of GTP binding to Rab2A wildtype, primary screen, biochemical, dog, bead-based flow cytometry, multiplex. hit rate 0.19% among 190,000. Ras-related protein Rab-2A (Canis lupus familiaris), P61105. AID 760, 2007. GST-Rab2 wt beads, Bodipy-GTP binding. GTP binding activity, % at 10 µM;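 active = GTP binding activity at least 20 points away from 100%, either lowered or raised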;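 also: 0% = beads with excess unlabeled GTP and 100% = no-compound control corrected for plate trend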
Mcl-1 Bim block: inhibitors of Bim peptide binding to Mcl-1, primary screen, biochemical, bead-based flow cytometry, multiplex | Bim peptide-Mcl-1 binding | inhibition, % at 10 µM | hit rate 0.1% among 190,000 | AID 1009, 2008; in the data active = inhibition above about 40%;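 also: 0% = no compound tracer wells and 100% = peptide blocker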
HRas wt GTP bind: modulators of GTP binding to HRas wildtype, primary screen, biochemical, bead-based flow cytometry, multiplex; GTPase HRas (Homo sapiens), P01112; GST-Ras wt beads, Bodipy-FL-GTP binding; actives lie on both sides; GTP binding activity, % at 10 µM; hit rate 0.14% among 190,000; AID 759, 2007;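 active = GTP binding activity at least 20% away from the 100% baseline, either lowered as inhibitor or raised as activator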;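 also: 0% = unlabeled GTP competition control and 100% = no-compound control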
Target sequence (P01112 whole entry, looked up): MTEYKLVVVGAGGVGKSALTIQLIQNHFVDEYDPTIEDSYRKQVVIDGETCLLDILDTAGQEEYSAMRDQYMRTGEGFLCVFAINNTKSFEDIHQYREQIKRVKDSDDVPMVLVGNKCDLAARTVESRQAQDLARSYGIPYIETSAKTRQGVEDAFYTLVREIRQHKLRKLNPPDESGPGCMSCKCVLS
The depositor's hits bear a star; . = not tested or not shown; & = joins results of further samples. Not all compounds are listed, so the mix of outcomes need not match the whole.

compound	Rac1 wt GTP bind	Pf gametocyte	Mcl-1 Bim block	HRas wt GTP bind	Mcl1-Noxa inh	Mcl1-Bid inh	Rab2 wt GTP	Rab7 wt modul	Avidin fluor	Cdc42 wt	Rac1 act GTP bind
CC1CCCN(CC(=O)N2CCCc3ccccc32)C1 (configuration not stated)	102	.	-3	101	22	24	97	98	7	100	100
CCC(=O)N1N=C2C3CCN(CC3)C2C1c1ccccc1 (configuration not stated)	92	14	1	93	.	-7	93	92	10	98	94
C=CCn1c(O)c(C=NCCCOc2ccc(CC)cc2)c(=O)[nH]c1=S	104	.	0	102	-17	-38	101	99	5	103	97
O=C(c1cccc([N+](=O)[O-])c1)C12CN3CN(CN(C3)C1)C2	98	-9	0	97	18	-18	96	98	3	95	98
COc1ccccc1N=Nc1c(O)[nH]c(=S)[nH]c1=O	83	-4	1	93	10	-65	88	94	9	87	89
O=C1CCN(C(=O)CNC(=O)Cc2ccccc2)CC1	97	-2	-6	97	17	-20	98	102	9	95	95
CCN(CC)c1ccc(CN(C)CCc2ccc(OC)c(OC)c2)cc1	100	.	-5	99	22	8	102	104	13	100	95
Oc1ccc(/C=N/NP(=S)(c2ccccc2)c2ccccc2)c(O)c1O	103	3	-1	99	32	-22	98	97	27	102	98
O=C(Cn1cnc2sc3c(c2c1=O)CCCC3)NCCC(=O)N1CCC2(CC1)OCCO2	94	5	0	95	6	18	94	90	8	96	94
NC1=Nc2ccccc2Oc2ccccc21	102	.	-1	104	4	-19	105	96	6	103	102
CN1C2CCC1CC(=NO)C2	101	.	0	94	3	-12	97	94	12	98	97
CCCCC(=O)N/N=C/c1c(O)n(C2CC2)c(=S)[nH]c1=O	98	7	0	98	-31	-79	99	98	13	99	99
CCOP(=O)(C#CC(C)(C)C)C1(O)CCCCC1 (configuration not stated)	107	1	-2	103	9	-3	101	101	14	94	99
CCCCCn1c(=O)c(C(=O)NCc2ccco2)c(O)c2ccccc21	103	12	-2	100	17	0	100	94	10	101	99
CCOP(=S)(OCC)SCC(=O)NC(C)(CC)C(=O)O (configuration not stated)	98	.	2	95	9	-27	96	93	11	96	94
O=C1NC(=O)N(Cc2cccs2)C(=O)/C1=C/c1ccc(N2CCOCC2)cc1	104	-40	0	104	12	-28	98	105	9	97	93
O=C1OCCC1NC1=NCCC1 (configuration not stated)	103	.	-2	99	8	-19	100	97	14	102	102
CSc1ccc(C(=O)C2CCCN(Cc3cccnc3)C2)cc1 (configuration not stated)	100	17	-4	99	6	-19	98	98	8	99	95
CN(CC1COc2ccccc2O1)c1nc(-c2cccnc2)nc2ccccc12 (configuration not stated)	99	12	0	99	16	18	98	100	14	99	96
CCCC(=O)Nc1cc(C(=O)N2CCC3(CC2)OCCO3)ccc1S(=O)(=O)c1ccc(C)cc1	95	.	0	96	15	7	94	94	46	97	95
Cc1cc(C)c2c(c1)-c1cc(C)nn1C(c1cccnc1)N2 (configuration not stated)	98	.	-1	99	3	-19	97	99	6	94	95
CCCCn1c(O)c(C(C)=NCCCN(C)C)c(=O)[nH]c1=O	103	.	-2	106	14	-10	101	99	15	106	99
O=c1c2ccccc2nc(-c2ccco2)n1-c1ccccc1	102	.	-2	99	13	7	97	98	12	99	98
Brc1ccc(C2N3CCCN23)cc1 (configuration not stated)	104	11	-2	106	-1	-19	104	108	2	105	101
N=C1c2ccccc2CN1CC(=O)c1ccccc1	104	8	9	102	7	3	99	98	10	105	101

Other entries.
compound	Rac1 wt GTP bind	Pf gametocyte	Mcl-1 Bim block	HRas wt GTP bind	Mcl1-Noxa inh	Mcl1-Bid inh	Rab2 wt GTP	Rab7 wt modul	Avidin fluor	Cdc42 wt	Rac1 act GTP bind
C=COCCn1c(C)c(C(=O)OCC)c2cc(O)ccc21	103	0	4	101	6	-68	98	102	5	101	100
CCOP(=O)(OCC)C(NC(=O)C(Cl)Cl)C(Cl)(Cl)Cl (configuration not stated)	100	.	1	103	11	-3	102	101	10	104	98
C[N+]1(C)CCc2cc3c(cc2[C@H]1[C@@H]1OC(=O)c2c1ccc1c2OCO1)OCO3	106	.	1&-1	102	19&-8	25&3	104	105	9&5	103	102
CCOP(=O)(Cc1cc(C#N)oc1C)OCC	101	.	4	97	5	3	97	97	13	97	98
O=c1[nH]c(=O)n(CC2CCCO2)c(O)c1/C=C1\C=Nc2ccccc21 (configuration not stated)	100	-18&-7	-3	99	11&11	-26&-20	99	102	5&6	97	100
CCn1nc(-c2cccs2)nc2c(=O)n(C)c(=O)nc1-2	103	.	2	91	11	-5	95	103	9	80	86
CC(NC(=O)Oc1ccccc1)C(c1cccs1)N1CCOCC1 (configuration not stated)	106	-22	0	98	-8	-17	99	98	7	102	99
CC[n+]1c(SC)ccc2cc(OC)ccc21	107	.	-1	100	23	-11	99	102	15	104	102
COc1ccccc1CCNC1C2CC3CC(C2)CC1C3 (configuration not stated)	102	5	-3	100	5	0	98	98	15	98	96
COc1ccc(CCn2c(O)c(/C=N/NC(=O)c3ccncc3)c(=O)[nH]c2=O)cc1OC	96	.	-2	99	-23	-65	95	100	7	98	96
CN1C(=O)N(C)C(=O)C(CCc2ccncc2)(Cc2ccc3c(c2)OCO3)C1=O	110	.	3	102	4	-36	101	98	28	103	104
O=[N+]([O-])c1ccc(C2[C@H]3C(c4ccccc4)=NC4(CCCC4)N23)cc1 (some centres not stated)	100	.	-3	98	-8	4	99	100	23	99	98
CN1CCN(C(=O)COc2ccc(-c3nc4ccccc4s3)cc2)CC1	109	.	-1	100	17	2	100	100	12	104	99
CC(=O)N1N=C2C3CCN(CC3)C2C1c1ccccc1 (configuration not stated)	98	.	2	95	-16	-5	92	95	8	96	96
CN(C)C(=O)Oc1c(Cl)cc(Cl)c2ccccc12	97	-5	-2	100	12	-2	100	101	16	100	96
O=c1c2ccccc2nc(/C=C/c2ccc([N+](=O)[O-])o2)n1-c1ccc(O)cc1	100	6	-3	98	23	5	104	102	10	97	95
CC(=O)[C@@]1(O)CC[C@H]2[C@@H]3CC=C4C[C@@H](O)CC[C@]4(C)[C@H]3CC[C@@]21C	103	.	-4	101	8	-2	100	96	8	102	99
CNc1cc(N2CCN(C)CC2)ccc1[N+](=O)[O-]	97	-23	0	97	4	-61	98	98	10	95	95
c1cncc(CNC2=NCCC2)c1	104	.	0	101	-11	-55	100	99	31	103	100
COc1ccc(OC)c(N2C(=O)NC(=O)/C(=C/c3ccc([N+](=O)[O-])s3)C2=O)c1	93	-12	1	93	69*	-15	100	106	10	97	87
CSc1ccccc1C(=O)C1CCCN(Cc2ccncc2)C1 (configuration not stated)	98	11	-6	99	-4	-18	99	105	3	96	94
COc1cc2[nH]c(=S)n(-c3ccccc3)c(=O)c2cc1OC	92	11	2	93	41	-23	90	106	5	86	94
Cn1c(CN2CCN(C(=O)COc3ccccc3)CC2)nc2cc([N+](=O)[O-])ccc21	106	.	1	101	17	-5	102	103	12	104	99
COc1cccc(CCNCc2c(F)cccc2F)c1	98	7	-1	96	24	3	94	91	11	96	98
COc1cc(CN2C(=O)NC(=O)C3(Cc4cc(C)ccc4N(C)C3)C2=O)cc(OC)c1 (configuration not stated)	106	11	-5	100	23	-18	99	100	27	100	99

More results
compound	Rac1 wt GTP bind	Pf gametocyte	Mcl-1 Bim block	HRas wt GTP bind	Mcl1-Noxa inh	Mcl1-Bid inh	Rab2 wt GTP	Rab7 wt modul	Avidin fluor	Cdc42 wt	Rac1 act GTP bind
CCc1cc2c(N3CCN(C)CC3)ncnc2s1	105	.	-2	99	37	20	96	95	23	101	95
CCc1ccccc1N1C(=O)CC(=O)NC1=O	105	-7	0	101	7	-16	102	105	13	102	98
CC(=O)c1ccc2c(c1)OCO2	100	.	1	97	-1	-4	97	97	7	99	98
O=C1NC(=S)NC(=O)C1C/C=C/c1ccccc1	101	-10	-4	98	12	-31	98	100	12	96	95
CN(C)P(=NC(=S)c1cccn1C)(N(C)C)N(C)C	104	.	-9	99	3	-34	103	98	58*	101	100
OC(c1ccc(F)cc1)(c1ccc(F)cc1)[C@@H]1CCCN1	96	.	0	95	-1	-30	95	96	9	95	94
CN1CCC2(CC1)CC(NC=O)c1ccccc1O2 (configuration not stated)	95	5	2	94	0	-10	96	95	6	98	98
COCCN1C(=O)NC(=O)/C(=C\c2ccc(Br)cc2)C1=O	97	-10	0	96	1	-28	96	97	22	97	95
O=c1c2ccccc2nc(-c2ccc(-c3ccccc3)cc2)n1-c1ccncc1	96	-14	0	98	0	14	96	96	36	98	96
Cc1ccsc1C(=O)C1CCCN(Cc2cn(C)nc2C)C1 (configuration not stated)	99	-26	-1	98	20	-47	100	103	6	96	95
O=C(COc1ccccc1)N1CCN(CC2CC3C=CC2C3)CC1 (configuration not stated)	100	.	-1	96	-28	15	97	96	36	98	98
Cc1nn(Cc2ccccc2Cl)c(C)c1C(=O)OCC(=O)NC1CCCC(C)C1C (configuration not stated)	101	-21	-6	96	19	-7	95	94	16	94	99
COc1ccc(C(=O)CC2C(=O)N(C)C(=O)N(C)C2=O)cc1	100	.	-1	97	16	-16	96	98	37	97	91
CN1C(=O)CN=C(c2ccc(Cl)cc2)c2cc(Cl)ccc21	103	.	-4	94	16	97*	97	95	10	98	98
O=C(N/N=C/c1c(O)n(CCC2=CCCCC2)c(=S)[nH]c1=O)c1ccccc1	98	25	-5	100	-28	-139	100	102	16	98	96
O=C(Cn1c(=O)n(CC2CS2)c2ccccc21)N1CCCCCC1 (configuration not stated)	94	11	-1	99	-34	5	96	100	10	97	95
C=CCN1C(=O)NC(=O)/C(=C\c2ccc(-c3ccccc3[N+](=O)[O-])o2)C1=O	95	.	-8	95	15	-52	93	103	13	90	89
Cc1nc2ccccc2c(=O)n1-c1cc(F)ccc1F	97	-14	-1	96	15	-26	94	98	26	94	96
